Compound activity: PubChem BioAssay, National Center for Advancing Translational Sciences (NCATS)
TDP1 cell noCPT – qHTS for Inhibitors of human tyrosyl-DNA phosphodiesterase 1 (TDP1): qHTS in cells in absence of CPT; DT40 Tdp1-/- hTDP1 cells, no CPT, ATP luminescence, 48 h; Potency, µM (series often up to 46.2 µM), for inactives: at the highest dose activity change, negative = growth inhibition, most hits filed as inhibitors; 420,000 compounds, 15% hits; also: nearly all actives have a fitted effect of over 55% in size
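Camptothecin absent (DMSO only). Human TDP1-complemented DT40 knockout cells, 400 cells/well, 37 °C for minimum 48 hr; ATP measured via CellTiter-Glo, 30 min dark incubation, luminescence.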
GCN5L2 inh – qHTS Assay for Inhibitors of GCN5L2. GCN5L2 HAT assay, ThioGlo1 CoA-SH fluorescence. Potency, µM (titrated, usually from 58.9 µM), inactives show top-dose activity change, negative = inhibition, actives largely listed as inhibitors. 390,000 compounds, 0.21% hits. AID 504327, 2011
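Preincubate 20nM GCN5L2 with compound 15 min, RT → add 50uM ThioGlo1 + 75uM H3(1-25) + 70uM acetyl-CoA → read fluorescence 0 and 20 min. Primary qHTS; fluorescent artifacts likely.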
TDP1 cell CPT – qHTS for Inhibitors of human tyrosyl-DNA phosphodiesterase 1 (TDP1): qHTS in cells in presence of CPT. chicken DT40 Tdp1-/-;hTDP1 cells + 20 nM CPT, ATP luminescence, 48 h. Potency, µM (doses to about 46.2 µM), for inactives: at the top dose activity change, negative = growth inhibition, most hits filed as inhibitors. 420,000 compounds, 12% hits. AID 686979, 2013; also: nearly all actives have a fitted effect of over 55% in size
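Chicken DT40 Tdp1-/- cells stably complemented with human TDP1 were seeded at 400 cells/well in medium containing 20 nM camptothecin, exposed to pin-transferred compounds, and grown at 37 °C for at least 48 hr. Viability was read as ATP luminescence.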
The depositor's hits bear a star; u = inconclusive; x = no result given; & = joins results of further samples; [ ] = dose if it differs, or a comment. Calls follow the shape of the dose curve; as a rule, active = well fitted curve in the direction sought with a large enough effect; inconclusive = small, poorly fitted or top-dose-only effect, or another doubt; inactive = no such curve, though single readings can be large; an effect the other way counts as inactive or inconclusive. % is scaled to controls: 0 for no effect and ±100 for the full control effect; potency is read from the fitted curve at half-maximal effect. Not all compounds are listed; the hit share may differ from the screen's.

molecule,TDP1 cell CPT,GCN5L2 inh,TDP1 cell noCPT
CC1CN=C(Nc2cccc3ccccc23)S1 (stereo not drawn),7%,-5%,-19%
O=C(Nc1ccc(Cl)cc1C(=O)c1ccccc1Cl)c1ccco1,-1%,-1%,-14%
COc1ccc(-[n+]2c(-c3ccccc3)cc(-c3ccc(C)cc3)cc2-c2ccccc2)cc1,2.6µM*,3%,1.2µM*
COc1ccc(NC(=O)c2cn(CCC#N)nc2-c2cccc(Br)c2)cc1,-12%,-3%,-28%
CCOc1cc2c(cc1OCC)-n1cccc1C(c1cccc(OCC)c1O)NC2 (stereo not drawn),u,6%,16µM*
CC(=O)N1N=C(c2cccnc2)OC1c1ccccc1Cl (stereo not drawn),6%,-5%,0%
CC1CC(C)CN(C(=O)COC(=O)c2cn(C)c3ccccc23)C1 (stereo not drawn),-26%,-3%,-21%
COc1cccc(C)c1NC1=NCCO1,-9%,x,-22%
COc1cccc(-c2ccc(O)c(CNC3CN4CCC3CC4)c2)n1 (stereo not drawn),u,x,u
CCCCCCCCN=Cc1c(O)[nH]c(=O)[nH]c1=O,-5%,6%,-23%
CNC(=O)Oc1cccc(-c2cn3cc(OC(=O)NC)ccc3n2)c1,u,1%,21µM*
CCCCCCOc1ccc(CN2CCN(C)CC2)cc1,18µM*,1%,18µM*
CCOc1ccc(-n2c(-c3cccs3)nc3ccccc3c2=O)cc1,u,0%,u
CC(C)(Cl)[N+](=O)[O-],2%,-3%,1%
COC(=O)C1=C(c2ccc(F)cc2F)C[C@@H]2CC[C@H]1N2C(=O)N1CCCC1,u,-3%,8.2µM*
CC(C)c1ccc(C(O)P(=O)(OCc2ccccc2)c2ccc(N(C)C)cc2)cc1 (stereo not drawn),u,-3%,26µM*
Cn1c(O)c(C2=NNC(c3ccc(Cl)cc3)C2)c(=O)n(C)c1=O (stereo not drawn),26µM*,u,u
COc1ccc([C@@H]2COc3c(ccc4c3C=CC(C)(C)O4)C2)c(OC)c1,2%,x,6%
COC(=O)C1=C(c2cccc(OCc3ccccc3)c2)C[C@@H]2CC[C@H]1N2C(=O)NCc1ccc2[nH]ccc2c1,u,-12%,u
CC1OC(OC2C(O)CC(OC3C(O)CC(OC4CCC5(C)C(CCC6C5CCC5(C)C(C7=CC(=O)OC7)C(O)CC65O)C4)OC3C)OC2C)CC(O)C1O (stereo not drawn),1.5µM*,x,0.82µM*
O=C(C[N+]12CCC(CC1)C(C(O)(c1ccccc1)c1ccccc1)C2)c1ccc(Br)cc1 (stereo not drawn),15µM*,1%,7.3µM*
C=C(C)CSc1nnc([C@@H](N)Cc2ccccc2)o1,13%,-11%,-1%
c1ccc(CN2CCc3nc4ccccc4cc3C2)cc1,u,19%,-18%
Nc1ccc(Br)cc1C(=O)c1ccccc1,-28%,-10%,-24%
N#Cc1ccc2nc(-c3ccc(CN4CCC(n5c(=O)[nH]c6ccccc65)CC4)cc3)c(-c3ccccc3)nc2c1,5.8µM*,x,9.2µM*
CCCN1CCC2(CC1)NC(CO)(CO)CO2,-19%,-2%,3%
COC(=O)C1=C(c2ccc(F)cc2OCc2ccccc2)C[C@@H]2CC[C@H]1N2C(=O)NCCN1CCOCC1,-16%,1%,u
COCCCNC(=S)NNC(=O)c1ccc(C(C)(C)C)cc1,-7%,-32%,u
O=C(N/N=C/c1c(O)n(C2CCCCC2)c(=S)[nH]c1=O)c1ccccc1O,u,u,u
Cc1ccccc1C1CC(=O)Nc2ccc3ccccc3c21 (stereo not drawn),12µM*,-4%,12µM*

A draw from above in order of length of the SMILES, lowest first:
molecule,TDP1 cell CPT,GCN5L2 inh,TDP1 cell noCPT
CC(C)(Cl)[N+](=O)[O-],2%,-3%,1%
CCCCCCOc1ccc(CN2CCN(C)CC2)cc1,18µM*,1%,18µM*
COCCCNC(=S)NNC(=O)c1ccc(C(C)(C)C)cc1,-7%,-32%,u
O=C(Nc1ccc(Cl)cc1C(=O)c1ccccc1Cl)c1ccco1,-1%,-1%,-14%
CCOc1cc2c(cc1OCC)-n1cccc1C(c1cccc(OCC)c1O)NC2 (stereo not drawn),u,6%,16µM*
COC(=O)C1=C(c2ccc(F)cc2OCc2ccccc2)C[C@@H]2CC[C@H]1N2C(=O)NCCN1CCOCC1,-16%,1%,u
CC1OC(OC2C(O)CC(OC3C(O)CC(OC4CCC5(C)C(CCC6C5CCC5(C)C(C7=CC(=O)OC7)C(O)CC65O)C4)OC3C)OC2C)CC(O)C1O (stereo not drawn),1.5µM*,x,0.82µM*

A few values from the entries so far:
GCN5L2 inh with `Cc1ccccc1C1CC(=O)Nc2ccc3ccccc3c21` (stereo not drawn) = -4%
GCN5L2 inh with `COCCCNC(=S)NNC(=O)c1ccc(C(C)(C)C)cc1` = -32%

Returning to the listing; the 2 compounds before the break are reprinted first.
molecule,TDP1 cell CPT,GCN5L2 inh,TDP1 cell noCPT
O=C(N/N=C/c1c(O)n(C2CCCCC2)c(=S)[nH]c1=O)c1ccccc1O,u,u,u
Cc1ccccc1C1CC(=O)Nc2ccc3ccccc3c21 (stereo not drawn),12µM*,-4%,12µM*
COC(=O)C1=C(c2ccc(OC)c(OC)c2)C[C@@H]2CC[C@H]1N2C(=O)N1CCc2cc(OC)c(OC)cc2C1,u,-16%,u
CCCCCn1c(SCCCC)nc2c1c(=O)[nH]c(=O)n2C,u,-5%,u
CCN1CCN(Cc2cc(Br)cc(OC)c2O)CC1,-3%,-2%,4%
Cn1c(=O)oc(=O)c2ccccc21,6%,x,-16%
O=C(COc1ccc2c3c(c(=O)oc2c1)CCC3)N1C[C@H]2C[C@@H](C1)c1cccc(=O)n1C2,34%[activator],-6%,-29%
O[C@H]1C2CCC1C(N1CCCCC1)CC2 (stereo partly drawn),11%,0%,4%
N#CC(C#N)=C(C#N)c1ccc(Nc2ccccc2)cc1,10µM*,-11%,u
CN1CCN(Cc2ccccc2C(F)(F)F)CC1,-2%,-4%,-3%
CCOc1ccc(CCNC(=O)c2ccc(CS(=O)(=O)c3ccccc3C)o2)cc1OCC,u,-2%,15µM*
COc1ccc(CCNC2CCCCCC2)cc1,u,3%,u
CC(NC1=NCCS1)c1ccccc1 (stereo not drawn),-2%,-7%,13%
COc1ccc(C(CN(C)C)C2(O)CCCCC2)cc1 (stereo not drawn),-25%&-4%,6%&-8%,-18%&-6%
CCCn1cc(S(=O)(=O)c2ccc(OC)cc2)c(=O)c2cc(F)c(N3CCCCCC3)cc21,u,-5%,23µM*
Cn1c(O)c(/C=N/c2ncccn2)c(=O)n(C)c1=O,-2%,-3%,-12%
CC(C)c1nn2c(=O)cc(COC(=O)Cc3ccccc3)nc2s1,-8%,1%,-5%
Cc1ccc(NC(=O)c2cnc3sc(N4CCOCC4)nn3c2=O)cc1N(C)C,15µM*,-13%,21µM*
COc1ccc(C2SCC(=O)Nc3c2c(C)nn3C2CCOC(C)(C)C2)cc1OC (stereo not drawn),-3%,-7%,2%
COc1cc2c(c(OC)c1OC)-c1ccc(O)c(=O)cc1C(NC(C)=O)CC2 (stereo not drawn),0.026µM*,1%&-10%,0.065µM*
CC(=O)N1CC2CC(C1)c1cccc(=O)n1C2 (stereo not drawn),14%,x,-2%
Oc1cc2c(cc1CN1CCN(c3ccc(F)cc3)CC1)OCO2,-20%,3%,-22%
CCCCn1c(O)c(C=NC2CC3CCC2(C)C3(C)C)c(=O)[nH]c1=O (stereo not drawn),u,-6%,u
Cc1ccc2c(c1)c(C1=c3ccccc3=NC1=O)c(O)n2C,4.6µM*,-3%,2.1µM*
COc1ccc(CCNC(=O)CCCCn2c(=O)c3ccccc3n(Cc3ccccc3Cl)c2=O)cc1OC,u,1%,u
Cc1ccc(Cn2cccc(C(=O)Nc3ccc4c(c3)OCCO4)c2=O)cc1,21µM*,-10%,16µM*
